Screening results as filed in PubChem BioAssay.
Scp-1 inhibitor: Scp-1 (human) phosphatase inhibition; Q9GZU7; Recombinant Scp1, phosphopeptide, malachite green phosphate absorbance; inhibition, % at 20 µM; 0.88% of 340,000 active;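 active = inhibition above about 50% at 20 µM, limit read from the data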;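 note: plate controls were DMSO wells with enzyme for no effect and wells lacking enzyme for full effect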
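assay system = SCP-1 phosphatase catalytic domain, residues 76-261 | buffer or medium = 50 mM Tris acetate pH 5.5, 0.005% Tween-20, 10 mM MgCl2 | incubation = enzyme reaction 45 min at room temperature, colour 5 min, stabilisation 30 min | signal = Phosphate-binding colour reagent, absorbance read at 630 nm | measure = % inhibition at 20 µM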
LMPTP inh: blocks human LMPTP phosphatase; P24666; recombinant LMPTP-A, OMFP fluorogenic substrate, fluorescence intensity; inhibition, % at 20 µM; 0.22% of 360,000 active; AID 651560;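 active = compounds that cut the enzyme signal by at least half of the control window in the single-dose screen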;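 note: plate controls were DMSO wells with enzyme plus substrate for no effect and substrate without enzyme for full effect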
Target sequence (P24666 whole entry, looked up): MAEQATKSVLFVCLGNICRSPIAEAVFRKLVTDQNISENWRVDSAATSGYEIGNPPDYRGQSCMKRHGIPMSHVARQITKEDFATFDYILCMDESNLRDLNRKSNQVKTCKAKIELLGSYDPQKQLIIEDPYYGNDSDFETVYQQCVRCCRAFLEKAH
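Material: LMPTP-A; amount: 0.625 nM enzyme; doses: single 20 µM dose; times: reaction 50 min, room temperature, dark; technique: fluorescence intensity of OMFP turnover product; benchmarks: no-enzyme and uninhibited controls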
SUMO1-SIM PPI: modulators of human SUMO1-mediated protein-protein interactions | P63165 | SUMO1 binding to a labelled peptide, TR-FRET, 1 h | inhibition, % at 20 µM | 0.33% of 360,000 active | AID 602429; in the data active = inhibition above about 37%
MsrA inhibitor: inhibitors of bovine MsrA; purified bovine MsrA, absorbance read-out; inhibition, % at 15.5 µM; 0.75% of 360,000 active; in the data active = inhibition above about 4.5%;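 note: 0% = vehicle wells with enzyme and 100% = reference inhibitor wells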
STEP block: blocks human striatal-enriched tyrosine phosphatase; P54829; recombinant STEP, OMFP fluorogenic substrate, fluorescence; inhibition, % at 20 µM; 0.25% of 360,000 active;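 active = inhibition at 20 µM, scaled per plate between control wells, above about 37%, limit read from the data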;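 note: 0% = DMSO with enzyme and substrate and 100% = substrate only without enzyme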
Target sequence (P54829 whole entry, looked up): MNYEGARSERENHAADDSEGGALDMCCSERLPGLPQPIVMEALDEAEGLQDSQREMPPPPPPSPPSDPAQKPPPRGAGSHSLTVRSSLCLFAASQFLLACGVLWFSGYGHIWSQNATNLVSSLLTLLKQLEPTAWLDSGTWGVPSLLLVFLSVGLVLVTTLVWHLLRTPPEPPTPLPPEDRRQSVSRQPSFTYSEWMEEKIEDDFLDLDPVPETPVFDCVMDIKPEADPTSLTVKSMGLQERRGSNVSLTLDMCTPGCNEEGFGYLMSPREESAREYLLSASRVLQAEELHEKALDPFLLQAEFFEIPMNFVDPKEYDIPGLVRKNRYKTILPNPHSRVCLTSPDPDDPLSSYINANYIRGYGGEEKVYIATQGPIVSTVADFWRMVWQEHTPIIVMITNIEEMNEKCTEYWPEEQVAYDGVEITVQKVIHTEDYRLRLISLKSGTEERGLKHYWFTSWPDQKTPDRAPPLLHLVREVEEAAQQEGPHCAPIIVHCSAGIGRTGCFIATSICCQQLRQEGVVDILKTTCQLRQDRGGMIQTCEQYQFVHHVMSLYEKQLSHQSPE
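System: STEP phosphatase, cell-free reaction; Buffer or medium: Bis-Tris pH 6.0 buffer with DTT, detergent; Incubation: 20 min at room temperature, dark; Measured by: fluorescence, 480/540 nm.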
CSN deneddyl inh: CSN deneddylation inhibition | Q92905 | Purified CSN, SCF-Nedd8-OG deneddylation, fluorescence polarization | inhibition, % at 12.5 µM | 0.38% of 360,000 active | AID 651999;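 active = pattern-corrected inhibition above about 35%, with an unprinted fluorescence ratio check between 0.5 and 1.5, limit read from the data, passing the limit was not always enough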;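 note: 0% = enzyme with substrate and 100% = substrate without enzyme; some results filed as inactive read as strong as hits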
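Material: human Csn5 produced in HEK293T cells; Input: enzyme 0.24 nM; Reagent: SCFSkp2-Nedd8OG substrate at 10 nM final; Dosing: 12.5 µM compound; Incubation: 90 min reaction at room temperature; Detection: fluorescence polarization of the substrate; Evaluation: % inhibition of substrate cleavage by Csn5; Control set: substrate-only high control, full reaction low control.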
DNMT1 block: DNMT1 (human) enzyme inhibition | inhibition (reported as % activation of signal), % at 10 µM | 0.83% of 360,000 active | DNMT1 molecular beacon, Hinp1I cleavage, fluorescence | P26358; in the data active = inhibition above about 50%
TbMetRS inhib: blocks T. brucei methionyl-tRNA synthetase activity. purified T. brucei MetRS, ATP depletion, Kinase-Glo luminescence. inhibition, % at 11.9 µM. 0.4% of 360,000 active. AID 624268;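 active = inhibition above a per-plate cutoff of the control wells' mean inhibition plus 3 SD, cut at about 5.5% in these data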;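 note: 0% = DMSO wells median and 100% = median of wells with control inhibitor compound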
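Assay system: T. brucei methionyl-tRNA synthetase, purified | Medium: HEPES buffer with MgCl2, KCl, DTT, spermine, BSA, pyrophosphatase | Compound: 11.9 µM single point | Incubation: 15 min enzyme-compound preincubation, 2 h reaction, 10 min detection, 25 °C | Measured by: Kinase-Glo luciferase luminescence reporting remaining unconsumed ATP | Measure: % inhibition normalized to control-well medians | Replication: Singlicate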
NadD block: NadD (S. aureus) enzyme inhibition | inhibition, % at 20 µM | 0.78% of 360,000 active | purified NadD enzyme, colorimetric absorbance read-out; in the data active = inhibition above about 26%; note: some compounds past the cut are filed as inactive
Rpn11 block: inhibitors of human proteasome Rpn11 | O00487 | 0.59% of 360,000 active | calls only at 20 µM | AID 588493 | human 26S proteasome, Ub4-pepOG fluorescence polarization; 20S core pre-blocked with epoxomicin;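 active = inhibition at 20 µM, scaled to each plate's controls, above about 33%, limit read from the data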
Target sequence (O00487 whole entry, looked up): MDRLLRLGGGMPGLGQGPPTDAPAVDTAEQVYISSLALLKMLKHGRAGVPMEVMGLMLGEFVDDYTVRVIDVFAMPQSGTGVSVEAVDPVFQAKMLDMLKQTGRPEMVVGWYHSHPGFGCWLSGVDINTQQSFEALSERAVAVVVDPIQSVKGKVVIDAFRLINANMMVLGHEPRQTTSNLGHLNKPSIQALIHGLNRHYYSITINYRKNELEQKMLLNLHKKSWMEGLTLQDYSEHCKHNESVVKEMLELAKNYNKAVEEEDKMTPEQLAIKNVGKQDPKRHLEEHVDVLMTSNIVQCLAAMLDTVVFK
Starred values were filed as active, the others as inactive; i = inactive; . = no result given.

SMILES	Scp-1 inhibitor	LMPTP inh	SUMO1-SIM PPI	MsrA inhibitor	STEP block	CSN deneddyl inh	DNMT1 block	TbMetRS inhib	NadD block	Rpn11 block
Cc1ccc(C)c(NC(=O)COC(=O)c2ccc3c(c2)OCO3)c1	1	0.5	1	-0.1	-3	4	3	0.3	-7	i
CCN1C(=O)c2cccc3c(S(=O)(=O)N(C(=O)c4ccncc4)c4ccc(OC)cc4)ccc1c23	4	1.7	-13	0.2	0	-5	-7	-0.7	1	i
CCOC(=O)c1c(C)[nH]c(C(=O)COC(=O)c2cccnc2Cl)c1C	2	-0.1	8	0.0	-1	-1	2	-0.3	-9	i
COc1ccc(-n2ncc3c(=O)n(CC(=O)N4c5ccccc5CC4C)cnc32)cc1 (centres undefined)	-8	0.2	-2	-1.0	0	4	-5	-1.6	-5	i
Cc1ccc(NC(=S)N(CCCN2CCOCC2)Cc2cccnc2)cc1C	-1	-5.0	0	-0.4	0	-3	0	-0.4	-3	i
O=C(Nc1nc(-c2cccs2)cs1)C1=COCCO1	-10	-0.4	-9	1.3	0	-19	0	-0.2	-2	i
COc1cc(C(=O)C(=O)N2CCN(c3ccccc3)CC2)cc(OC)c1OC	.	0.5	-2	0.6	.	4	.	-0.2	.	.
O=C(NCCc1ccc2c(c1)OCCO2)c1cc(S(=O)(=O)N2CCCC2)ccc1Br	-6	1.3	-1	1.8	2	0	-12	-0.3	0	i
CCOc1ccc(S(=O)(=O)N2CCCC(C(=O)NCc3cccnc3)C2)cc1C (centres undefined)	-7	-0.8	-1	-0.2	1	-1	1	0.4	1	i
Cc1ccc(-n2c(O)cnc2Nc2nc(C)cc(C)n2)cc1	-5	-0.3	1	4.5	2	-5	-6	-0.7	-4	i
CCN(C(=O)Cn1nnc(-c2ccccc2)n1)C1CCS(=O)(=O)C1 (centres undefined)	0	-0.7	2	0.4	-1	-4	-1	-0.1	-2	i
COc1ccc(/C=C/C(=O)OCC(=O)NC2CCCCCC2)cc1	.	-1.1	-5	0.8	0	3	3	-0.3	-4	i
N#Cc1ccsc1NC(=O)c1cccc([N+](=O)[O-])c1	-1	5.1	-3	-0.5	0	4	-4	-0.5	-2	i
O=C(O)/C=C/c1ccc2ccccc2n1	-3	-1.4	-7	0.4	0	-2	3	0.1	2	i
O=c1cc(CSc2nnc(COc3ccc(Cl)cc3)o2)c2ccccc2[nH]1	-11	2.4	-1	0.0	0	0	-4	0.7	-10	i

The final 3 entries of the part before are carried over, then new ones follow:
SMILES	Scp-1 inhibitor	LMPTP inh	SUMO1-SIM PPI	MsrA inhibitor	STEP block	CSN deneddyl inh	DNMT1 block	TbMetRS inhib	NadD block	Rpn11 block
N#Cc1ccsc1NC(=O)c1cccc([N+](=O)[O-])c1	-1	5.1	-3	-0.5	0	4	-4	-0.5	-2	i
O=C(O)/C=C/c1ccc2ccccc2n1	-3	-1.4	-7	0.4	0	-2	3	0.1	2	i
O=c1cc(CSc2nnc(COc3ccc(Cl)cc3)o2)c2ccccc2[nH]1	-11	2.4	-1	0.0	0	0	-4	0.7	-10	i
Nc1cccc(C(=O)Nc2cccc3ncccc23)c1	4	0.3	3	0.1	-1	-5	2	-1.6	-5	i
CS(=O)(=O)Nc1ccccc1C(=O)NCCSc1ccc(Cl)cc1	0	0.5	7	0.0	0	-2	-1	-0.2	-7	i
Cc1cc(C)nc(N/N=C/c2ccc([N+](=O)[O-])o2)n1	-13	-0.1	-33	1.3	2	-3	0	0.7	-4	i
Cc1cc(C(=O)CSc2n[nH]c(N)n2)c(C)n1-c1ccc(F)cc1	0	0.6	0	0.9	4	0	-6	-0.3	3	i
CCn1c(CCc2nc3ccccc3[nH]2)n[nH]c1=S	-8	-2.0	-2	-0.2	-3	2	-1	0.1	-3	i
O=C(O)Cc1csc(NC(=O)CSc2cccc(C(=O)O)n2)n1	-6	-1.4	6	-1.7	-2	-2	0	-0.1	-7	i
CCOCC(=O)Nc1cc(-c2cn3cccnc3n2)ccc1C	-3	-0.5	-11	.	-1	-3	3	0.1	0	i
COc1ccc(S(=O)(=O)N2CCc3ccccc32)cc1C(=O)NCCc1ccccn1	-3	-1.0	1	0.6	-3	2	-3	-1.5	-4	i
COc1ccc(C(=O)NN2C(=O)C3CCC(C)(C2=O)C3(C)C)cc1 (centres undefined)	0	-1.1	-2	0.5	1	1	1	0.9	1	i
CCOC(=O)c1cnn(-c2ccccc2)c1-n1cccc1C(=O)C(=O)Nc1ccc(F)cc1	-16	4.1	-3	0.9	0	0	-4	-1.9	-9	i
COCCSc1ccccc1C(=O)Nc1ccncc1	1	-1.6	-1	0.4	1	2	2	-0.3	3	i
Cc1cccc(-c2nnc3n2N=C(c2ccccc2)CS3)c1	-5	0.8	3	0.5	4	1	-2	-0.2	8	i
Cc1cc2c(c(=O)n1CCc1ccccc1)C(C(C)C)C(C#N)=C(N)O2 (centres undefined)	-2	0.4	7	-1.8	-14	6	5	-0.2	5	i
O=C(NCC1CCN(Cc2ccccc2F)CC1)C1CCCN(c2ncnc3c2nc2n3CCCCC2)C1 (centres undefined)	-6	0.6	5	1.3	1	2	0	0.0	-4	i
CC(=O)n1ccnc1	-6	-1.4	5	1.6	-3	-3	-1	-0.7	-2	i
O=C(CN1C(=O)NC2(CCCCCCC2)C1=O)Nc1ccc(Br)cc1Br	-12	-1.5	2	-0.3	-2	-3	2	-0.1	-1	i
O=C(Cn1cc(S(=O)(=O)Cc2ccccc2)c2ccccc21)N1CCOCC1	-6	-1.4	-5	-0.5	1	1	-2	0.1	4	i
Cc1cc(C(=O)CSc2nnc(-c3cccnc3)n2-c2ccccc2F)c(C)n1CC1CCCO1 (centres undefined)	-6	1.0	3	-0.2	-4	-4	0	0.0	0	i
C[C@@H]1CN([C@@H](C)CO)S(=O)(=O)c2ccc(Br)cc2O[C@@H]1CN(C)Cc1cccnc1	.	-2.2	3	-0.5	-1	3	2	-1.1	-4	i
Cc1oc2cc3oc(=O)c(CCC(=O)N[C@H](C(=O)O)C(C)C)c(C)c3cc2c1C	0	-1.7	5	2.8	2	-3	1	-0.7	-2	i
O=C1NC2(CCCCC2)C(=O)N1CCN1C(=O)c2ccccc2C1=O	-14	-0.7	-7	-0.2	0	2	0	-0.3	-6	i
COc1cc2c(cc1NS(=O)(=O)N1CCCCC1)oc1ccccc12	-5	4.4	0	0.2	-2	-4	-15	-0.1	-8	i
CCOC(=O)/C=C/c1nc(C(=O)OCC)c(C)c(=O)[nH]1	2	-2.5	-11	0.7	-1	-2	1	-0.6	0	i
COc1cc(C(=O)NC2CC(C)(C)Cc3c2cnn3-c2ccccc2)cc(OC)c1OC (centres undefined)	-2	-0.4	-1	-0.1	-2	2	11	0.1	0	i
O=C1c2ccccc2C(=O)N1/N=C/c1ccc(O)c(O)c1	-5	-0.5	-7	1.5	-2	-7	13	-0.9	-1	i
CCN(CC(=O)Nc1cccc(OC)c1)CC(=O)Nc1ccccc1C	7	-0.7	2	-0.8	-1	-2	2	-1.0	-2	i
CCN1C(=O)[C@H]2[C@H]3CN=C(SCc4ccccc4)N3[C@@](C)(C(=O)OC)[C@H]2C1=O	4	-1.7	8	1.1	-3	-6	5	-0.7	5	i
CC(NC(=O)C1CCN(C(=O)Nc2ccccc2)CC1)c1ccccc1 (centres undefined)	-1	-0.2	-4	0.8	1	4	2	-0.1	-3	i
COC(=O)C1=C(C(=O)OC)C(c2ccc(OC)c(OC)c2)c2sc(=O)[nH]c2S1 (centres undefined)	-3	0.9	-15	1.9	-2	3	-1	-0.2	2	i
C[C@@H](OC(=O)c1[nH]cnc1C(=O)N1CCN(C(=O)OC(C)(C)C)CC1)c1ccccc1	-6	-1.4	1	-0.1	2	0	3	0.0	-1	i
Cc1cccc(NC(=O)CN2CCN(C(=O)c3oc4c(Cl)cccc4c3C)CC2)c1C	11	2.1	1	0.0	2	-3	-15	-0.5	1	i
CCOC(=O)N1CCN(Cc2nc(N)nc(Nc3ccc(C)cc3)n2)CC1	-3	0.2	3	0.7	-5	-6	-4	0.5	-1	i
CN(C)C(=O)CSc1nnc(-c2cnccn2)n1C	2	-0.4	0	0.9	0	-2	1	-0.3	3	i
O=C(CCN1C(=O)c2ccc([N+](=O)[O-])cc2C1=O)Nc1ccccc1C(=O)O	-1	-1.1	-31	0.1	-3	-4	2	-0.2	0	i
Cc1ccc(C)c(S(=O)(=O)NCC(=O)N2CCCC2)c1	-7	-0.7	1	0.1	2	2	0	-1.9	-4	i
COC(=O)Nc1ccc(S(=O)(=O)N2CCCC(C(=O)NC3CCCCC3)C2)cc1 (centres undefined)	35	-0.9	0	-0.7	-3	-2	4	-0.8	1	i
Cc1cccc(N2CC(O)(c3cccs3)[N+]3=C2CCCC3)c1C (centres undefined)	-7	0.2	1	0.7	-2	-4	1	-0.5	-13	i
O=C(NCc1ccccn1)c1coc(=O)c(Br)c1	14	-1.9	-10	3.8	0	-2	4	0.2	5	i
CCCSc1nc2c(cnn2-c2ccccc2)c(=O)n1N	4	1.5	1	1.3	-2	1	1	-0.4	-2	i
COc1ccc(C(=O)Oc2ccc(N(C)S(=O)(=O)c3ccccc3)cc2)cc1[N+](=O)[O-]	-12	1.6	-12	1.7	4	3	-9	0.0	-7	i
O=C(O)CCCC(=O)Nc1ccc(N=Nc2ccccc2)cc1	-8	-0.3	-10	6.6*	0	-3	1	-0.7	-4	i
CC1CCC2C(=O)N(c3ccc(C(=O)NCc4ccccc4)cc3)C(=O)C2C1 (centres undefined)	-5	-0.7	5	-0.9	-1	-10	1	-1.1	-3	i
COc1cc(CNCc2cccnc2)ccc1OCC(=O)NC1CCCCC1	-3	-1.8	1	1.2	17	-6	-1	-0.2	0	i
CCCNC(=O)C(Cc1ccc(I)cc1)NC(=O)c1ccc(C#N)cc1 (centres undefined)	-8	-1.9	-2	0.2	-1	2	6	-0.3	-5	i
CCOc1ncccc1C(=O)OCC(=O)NC1CCCCC1	-6	0.1	3	0.5	-1	-1	-2	-0.2	3	i
Cc1ccc(C)c(OCC(=O)NCC(C)C)c1C	-1	-1.7	13	0.1	-5	-13	1	0.3	7	i
